GSTO1 counter = counter-screen for RBBP9 inhibitors: inhibitors of human GSTO1 | P78417 | recombinant GSTO1, activity-based probe fluorescence polarization | inhibition, % at 5.96 µM | 300,000 tested, 1.1% active;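 active = inhibition above the campaign mean inhibition plus 3 SD, cut at about 35% in these data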;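 note: 0% = GSTO1-1 with DMSO and 100% = wells lacking GSTO1-1 enzyme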
Target sequence (P78417 whole entry, looked up): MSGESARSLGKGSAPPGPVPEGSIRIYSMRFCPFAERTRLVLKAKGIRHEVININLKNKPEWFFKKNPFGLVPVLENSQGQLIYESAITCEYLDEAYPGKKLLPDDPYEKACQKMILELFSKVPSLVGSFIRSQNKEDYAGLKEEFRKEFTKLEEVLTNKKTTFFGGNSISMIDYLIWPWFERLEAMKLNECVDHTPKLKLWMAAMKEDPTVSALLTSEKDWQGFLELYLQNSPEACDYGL
PAFAH1B2 FP inh = PAFAH1B2 (human) inhibition; P68402; recombinant PAFAH1B2, FP-rhodamine activity probe, fluorescence polarization; inhibition, % at 3.39 µM; 340,000 tested, 1.2% active; AID 492953;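 active = inhibition above the mean of all tested compounds plus 3 SD, cut at about 24% in these data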;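 note: 0% = enzyme with DMSO and 100% = wells lacking PAFAH1B2; many of its hits are not listed in these tables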
LYPLA2 inh = counter-screen for PME1 inhibitors: inhibitors of human LYPLA2. O95372. recombinant LYPLA2, FP-Rh probe fluorescence polarization. inhibition, % at 5.9 µM. 320,000 tested, 0.38% active;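 active = inhibition above the screen-wide mean plus 3 SD, limit set per campaign, cut at about 26% in these data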;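 note: 0% = LYPLA2 with DMSO and 100% = wells lacking LYPLA2 enzyme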
Target sequence (O95372 whole entry, looked up): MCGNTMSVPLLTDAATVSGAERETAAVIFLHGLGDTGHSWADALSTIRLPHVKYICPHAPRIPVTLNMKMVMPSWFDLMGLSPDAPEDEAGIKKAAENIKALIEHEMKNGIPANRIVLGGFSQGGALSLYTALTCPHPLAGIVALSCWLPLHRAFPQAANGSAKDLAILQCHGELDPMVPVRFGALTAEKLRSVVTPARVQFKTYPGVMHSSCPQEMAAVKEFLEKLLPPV
LYPLA1 inh = counter-screen for PME1 inhibitors: inhibitors of human LYPLA1. recombinant LYPLA1, FP-Rh probe fluorescence polarization. inhibition, % at 5.9 µM. 320,000 tested, 0.16% active. AID 2174;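 active = inhibition above the mean of all tested compounds plus 3 SD, set per campaign, cut at about 14% in these data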;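 note: inhibitors block serine hydrolase probe labeling of LYPLA1 so polarization falls; 0% = enzyme with DMSO and 100% = wells lacking LYPLA1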
Target sequence (O75608 whole entry, looked up): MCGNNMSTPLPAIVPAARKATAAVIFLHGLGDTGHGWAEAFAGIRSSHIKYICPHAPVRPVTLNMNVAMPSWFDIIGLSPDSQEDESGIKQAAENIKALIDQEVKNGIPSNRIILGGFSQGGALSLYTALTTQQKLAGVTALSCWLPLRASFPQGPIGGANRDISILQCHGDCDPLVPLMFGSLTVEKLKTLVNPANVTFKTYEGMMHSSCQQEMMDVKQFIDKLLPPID
PAD4 FP inh = blocks human protein arginine deiminase 4 | recombinant PAD4, RCA probe fluorescence polarization | inhibition, % at 6.36 µM | 330,000 tested, 0.41% active | AID 485272;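 active = percent inhibition above a cutoff equal to the mean of all tested compounds plus 3 SD, cut at about 15% in these data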;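 note: 0% = PAD4 with RCA probe and DMSO and 100% = probe without PAD4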
PAFAH2 FP inh = inhibitors of human PAFAH2. 340,000 tested, 0.99% active. inhibition, % at 3.39 µM. recombinant PAFAH2, FP-rhodamine activity probe, fluorescence polarization;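 active = inhibition above the mean over all tested compounds plus 3 SD, cut at about 30% in these data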;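 note: inhibitors block probe labeling of enzyme so polarization drops; 0% = enzyme with DMSO and 100% = wells lacking PAFAH2 protein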
pPAFAH FP inh = inhibitors of human plasma PAF acetylhydrolase (pPAFAH). Q13093. recombinant pPAFAH, FP-rhodamine probe fluorescence polarization. inhibition, % at 3.39 µM. 330,000 tested, 1.5% active. AID 463082;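 active = inhibition above the mean inhibition across the screen plus 3 SD, cut at about 25% in these data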;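 note: inhibitors block binding of the rhodamine activity-based probe so polarization drops; 0% = enzyme with DMSO and 100% = wells lacking pPAFAH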
PAFAH1B3 FP inh = inhibitors of human PAFAH1B3; recombinant PAFAH1B3, FP-rhodamine probe, fluorescence polarization; inhibition, % at 3.39 µM; 340,000 tested, 0.28% active; AID 492972;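 active = inhibition above the screen-wide average of all tested compounds plus 3 SD, cut at about 25% in these data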;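 note: 0% = enzyme with DMSO only and 100% = wells lacking PAFAH1B3 protein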
Target sequence (Q15102 whole entry, looked up): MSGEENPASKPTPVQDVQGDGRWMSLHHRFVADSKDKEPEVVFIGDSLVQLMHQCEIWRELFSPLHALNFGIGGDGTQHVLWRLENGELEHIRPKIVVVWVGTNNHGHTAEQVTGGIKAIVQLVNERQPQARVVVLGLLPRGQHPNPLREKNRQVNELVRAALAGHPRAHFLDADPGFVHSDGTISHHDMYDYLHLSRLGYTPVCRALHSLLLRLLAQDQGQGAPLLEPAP
PREPL inhibitor = inhibits the human prolyl oligopeptidase-like enzyme | recombinant PREPL, fluorescence polarization activity-based probe | inhibition, % at 5.96 µM | 320,000 tested, 0.68% active | AID 2751; in the data active = inhibition above about 43%;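 note: 0% = enzyme with DMSO and 100% = wells lacking enzyme; many of its hits are not listed in these tables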
* = called active by the depositor; x = not tested or not shown. Some of the compounds tested, so the mix of outcomes need not match the whole.

cpd	structure	GSTO1 counter	PAFAH1B2 FP inh	LYPLA2 inh	LYPLA1 inh	PAD4 FP inh	PAFAH2 FP inh	pPAFAH FP inh	PAFAH1B3 FP inh	PREPL inhibitor
1	O=C(Cc1coc2ccc3ccccc3c12)N1CCCC1	-4	4	7	1	3	0	5	-1	-4
2	CCc1ccc(NC(=O)CC2C(=O)NCCN2C(=O)c2ccc(F)cc2)cc1 (configuration not stated)	-5	4	-1	-3	3	4	1	1	5
3	CCC(=O)Nc1nnc(S(=O)(=O)N2CCCC2)s1	3	5	4	0	-2	3	-1	10	0
4	CC(=O)c1cccc(NC(=O)N2CCC(c3ccc(C)cc3)C2)c1 (configuration not stated)	6	6	0	-3	-1	3	-1	9	4
5	CN(C)c1cc[n+](/C(C(=S)Nc2ccc(SC(F)F)cc2)=C(/[O-])c2ccccc2)cc1	0	11	6	0	0	-3	3	-2	3
6	N#C/C(=C(/O)COc1cccc2ccccc12)c1nc2ccccc2[nH]1	-3	7	-9	-5	-6	5	1	3	3
7	CC(C)CNc1nc(Oc2ccc(=O)[nH]n2)nc(N(C)C)n1	5	-2	6	2	-2	-2	5	-8	5
8	CCn1cc(CNC(=O)NC2CCCCC2)c(C)n1	2	1	0	-4	0	7	-2	-3	5
9	CCC(NC(=O)c1cc(COc2ccc(OC)cc2Cl)on1)c1ccncc1 (configuration not stated)	8	4	5	-5	-3	-8	1	-1	-6
10	CCCCSCCCNC(=O)c1cn(C)c2ccc(S(=O)(=O)N3CCCC3)cc2c1=O	0	1	10	1	3	0	7	13	-4
11	Cc1ccc(C)c(S(=O)(=O)NCc2ccc(C(=O)NCc3ccco3)cc2)c1	-3	4	0	-1	5	-4	2	3	0
12	NC1=NC[C@H](Cc2ccccc2)N1CCCCC1CCCCC1	-1	-2	2	-1	-1	6	-6	-5	-2
13	O=c1cc(-c2ccc(Cl)cc2)[nH]c2ccccc12	-8	x	1	-1	-6	x	0	x	-10
14	CCOc1ccccc1C(=O)OCC(=O)NCC1CCCO1 (configuration not stated)	x	4	-13	-5	-1	5	-2	5	-5
15	CNC(=S)N(Cc1ccco1)Cc1cc2cc(OC)c(OC)cc2[nH]c1=O	-1	1	2	0	0	-9	7	2	-2
16	Cc1ccccc1CN1C(=O)CSc2ccc(C(=O)N3CCOCC3)cc21	10	1	-6	0	3	-7	2	3	4
17	O=[N+]([O-])c1c(Nc2cccc(O)c2)cc(Cl)c2nonc12	5	1	47*	0	3	12	14	3	17
18	CCCCNC(=O)CCCCCn1c(=O)[nH]c2cc(C(=O)OC)ccc2c1=O	8	0	0	2	1	-3	7	4	-7
19	CN1CCN(S(=O)(=O)c2cccc(C(=O)N(Cc3nnc(-c4ccc(Cl)cc4)o3)C3CC3)c2)CC1	9	1	-4	0	-3	-1	3	-1	29
20	COc1ccc(S(=O)(=O)Nc2cc(C(=O)NCCC(C)C)ccc2N2CCOCC2)cc1	-1	2	5	-3	0	-12	4	3	13
21	CCn1nc(C)c(CNC(=O)C2CCC(=O)N(Cc3cccc(F)c3)C2)c1C (configuration not stated)	0	-4	-3	0	-2	-3	3	4	-4
22	COc1cccc(NC(=O)CSc2nnc(-c3cc(C)n(-c4ccccc4)c3C)o2)c1	-4	-6	-37	-22	4	-13	1	2	-5
23	CC(=O)c1ccc(OCCCC(=O)NC2CCC(C)CC2)cc1 (configuration not stated)	-1	6	6	1	-1	-1	3	0	-11
24	O=C(Nc1ccccc1Br)c1ccc(OC(=S)N2CCOCC2)cc1	1	2	22	7	1	6	-2	2	5
25	COc1ccc(Cl)cc1NC(=O)CSc1nnc(C2CC2)n1C	-1	1	0	-1	-3	6	-2	6	12
26	CN(CC(=O)Nc1ccc(C#N)cc1)Cc1ccc(Cl)c(Cl)c1	0	7	1	-2	-2	4	7	8	-40
27	Cc1cnnn1-c1cccc([N+](=O)[O-])c1	-3	-1	-6	0	-3	0	0	7	17
28	COc1cccc(C(=O)Nc2cc(=O)n(C)c(=O)n2C)c1OC	-3	0	-2	-2	-1	-4	2	-4	2
29	Cn1c(=O)c2c(ncn2CC(O)CO)n(C)c1=O (configuration not stated)	-1	-1	1	-1	-1	10	-8	0	6
30	Cc1nn(C)cc1CNC(=O)c1cnn2c1NC(c1ccc(Br)cc1)CC2C(F)(F)F (configuration not stated)	1	0	1	-4	2	2	4	0	-33

cpd	structure	GSTO1 counter	PAFAH1B2 FP inh	LYPLA2 inh	LYPLA1 inh	PAD4 FP inh	PAFAH2 FP inh	pPAFAH FP inh	PAFAH1B3 FP inh	PREPL inhibitor
31	Cc1nc(=O)c(-c2ccccc2)c(C)n1-c1ccc(C(=O)O)cc1	0	2	2	2	-1	15	4	1	13
32	COc1ccc(Cl)cc1S(=O)(=O)Nc1noc2ccccc12	-3	-2	1	3	6	0	2	4	0
33	Fc1ccc(CNCc2ccc3c(c2)OCO3)cc1	-6	1	-7	0	0	3	10	10	4
34	Cc1cc(NC(=O)CCC(=O)N(c2ccc(F)cc2)C(C(=O)NC2CCCC2)c2cccnc2)no1 (configuration not stated)	7	0	-4	1	-4	-3	4	-8	6
35	CCOC(=O)N1CCN(C(=O)c2ccc3oc(CCCc4ccccc4)nc3c2)CC1	0	10	2	4	-3	6	6	9	20
36	COc1ccc(OCCOC(=O)c2[nH]c(C)c(C(C)=O)c2C)cc1	-4	-4	4	2	-7	-3	-1	-8	-2
37	NS(=O)(=O)c1ccc(Nc2ccc3nonc3c2[N+](=O)[O-])cc1	8	-1	0	0	-6	8	-2	-3	-9
38	CCOC(=O)c1c(C)[nH]c(C)c1S(=O)(=O)NCc1ccccc1C	-6	4	1	1	-5	-8	1	7	16
39	O=C(CN(C1CCCCC1)S(=O)(=O)c1ccc(F)cc1)NCCCO	-3	-1	6	2	4	-3	3	1	6
40	CCN1CCn2c1nc(N1CCCCC1)nc2=O	-2	2	10	5	1	1	4	12	1
41	COc1ccc(N2C(=O)CC(Sc3n[nH]c(-c4ccc(C)cc4)n3)C2=O)cc1 (configuration not stated)	5	1	-7	-4	9	0	-5	-4	10
42	CCN=C(N/N=C/c1ccc([N+](=O)[O-])cc1)SC	-4	3	-7	1	-4	5	-3	7	4
43	CCOC(=O)C1=C(O)C(=O)NC(c2ccccc2)=C(OCC)C1	3	-3	-1	1	-3	7	5	-1	-1
44	COc1ccc(NC(=S)Nc2ccc(S(=O)(=O)N3CCOCC3)cc2)c(OC)c1	-3	3	5	2	0	-3	3	6	9
45	O=C(Nc1ccc(F)cc1)Nc1ccc(Oc2ncnc3cc(Cl)ccc23)nc1	0	3	-5	-2	2	-1	5	3	2
46	Cc1ccc(S(=O)(=O)NC(=O)Nc2ccc(C)cn2)cc1	6	8	-11	-3	-2	1	-9	7	4
47	O=C(O)CCCN1C(=O)/C(=C/c2ccc(-c3nc4ccccc4s3)o2)SC1=S	0	15	-4	-3	-4	50*	19	6	10
48	COc1ccc(CCNC(=O)C2CCN(C(=O)c3ccc(Br)cc3)CC2)cc1OC	6	2	7	3	-4	7	2	3	-2
49	Cc1ccc(NC(=O)Cc2ccccc2Cl)cc1S(=O)(=O)N(C)C	-1	-6	-7	-1	0	6	2	0	15
50	CCN(CC)S(=O)(=O)c1ccc(NN)nc1	4	4	-4	0	-5	0	2	4	8
51	Cc1cccc(C)c1NC(=S)N1CCOCC1	4	-3	6	4	0	2	1	1	-1
52	CC(C)(C)NC(=O)C(c1ccc(F)cc1)N(Cc1ccco1)C(=O)CCC(=O)Nc1nccs1 (configuration not stated)	8	3	8	1	0	4	-1	2	19
53	CC1(C)CC(=O)C(Sc2nnc(-c3ccc(NS(C)(=O)=O)cc3)n2Cc2ccco2)C(=O)C1	-1	-3	6	1	1	7	3	2	-2
54	O=CN1CCN(C(=S)Nc2ccc(OC(F)F)cc2)CC1	-4	0	-2	2	0	2	-2	1	-6
55	CCOC(=O)c1nnn(-c2nonc2N)c1CSc1nnc(N)s1	4	5	-3	-3	1	0	0	2	0
56	c1ccc2[nH]c(CN3CCOCC3)nc2c1	-5	3	0	1	4	-1	1	4	-1
57	COc1ccc(C(=O)OCC(=O)Nc2cc(C)on2)cc1S(=O)(=O)N1CCOCC1	-4	8	-6	-1	-1	27	1	-6	-5
58	CN(CC(=O)NCc1ccccn1)S(=O)(=O)c1ccccc1	1	-3	7	7	2	-3	0	-4	10
59	O=S(=O)(c1ccc(SCCOc2ccc(F)cc2)nc1)N1CCCC1	x	3	12	2	-1	6	-3	7	21
60	COc1ccc(-c2cnc(N)nc2-c2ccc(OCc3ccccc3)cc2O)cc1	0	-1	-12	-5	1	8	7	3	8

cpd	structure	GSTO1 counter	PAFAH1B2 FP inh	LYPLA2 inh	LYPLA1 inh	PAD4 FP inh	PAFAH2 FP inh	pPAFAH FP inh	PAFAH1B3 FP inh	PREPL inhibitor
61	COCCCNC(=O)CCCC(=O)NCCCOC	2	2	-6	-3	-1	12	4	3	-4
62	COc1ccc(/C=C(/NC(=O)c2cccs2)C(=O)NCc2ccco2)cc1OC	2	-1	3	3	0	6	-2	7	9
63	CCc1ccc(CNC(=O)c2ccc(OC)c(OC3CCN(C(C)C)CC3)c2)nc1	3	-4	0	-2	-7	-6	0	6	0
64	COC(=O)c1cn(S(=O)(=O)c2ccccc2)c2ccccc12	-2	10	6	-7	-2	2	1	4	-2
65	O=C(O)CN1C(=O)/C(=C\c2cccc(OC(=O)c3ccco3)c2)SC1=S	10	15	0	1	2	-7	-6	9	31
66	O=C(CCNC(=O)c1ccccc1)Nc1ccc(F)c(Cl)c1	4	-1	-1	-2	1	2	-2	4	-17
67	CCOc1ccc(-n2c(=O)c3c(C)c(C(=O)N(C)C)sc3n(CC(=O)Nc3ccccc3F)c2=O)cc1	3	1	0	3	-3	-2	1	5	1
68	O=C(NNC(=O)c1ccccc1Cl)c1ccco1	-8	4	-3	-4	3	-6	6	-1	-5
69	Cc1cccc(OCC(=O)NCCCNC(=O)c2cnccn2)c1	-1	3	1	1	-5	-5	4	3	0

Screening results deposited in PubChem BioAssay by The Scripps Research Institute Molecular Screening Center.
